KOR beta-arrestin-1 – KOR antagonists, beta-arrestin recruitment, cell-based, luminescence, uHTS (AID 1778) | Kappa-type opioid receptor (Homo sapiens) | KOR beta-arrestin recruitment, luminescence, antagonist mode; higher % means a stronger effect | one-dose inhibition, % at 10 µM; IC50 in µM for titrated hits | 290,000 tested, 0.091% active; further: strong numbers were not always called active
KOR beta-arrestin-2 – KOR agonists, beta-arrestin recruitment, primary screen, cell-based, luminescence, uHTS (AID 1777) | 280,000 tested, 0.02% active | activation, % at 10 µM; hits with a dose series show EC50 in µM | KOR beta-arrestin recruitment, luminescence; higher % means a stronger effect | Kappa-type opioid receptor (Homo sapiens); in the data active means activation above about 50%, passing the limit was not always enough; further: a part of the inactive calls stands beside numbers as strong as those of hits
NOD2 inhibition – NOD2 signaling inhibitors, cell-based, luminescence, uHTS, HEK293 (AID 1566); HEK293 NOD2/NF-kB luciferase reporter, luminescence; higher % means a stronger effect; one-dose inhibition, % at 4 µM; EC50 in µM for titrated hits; 290,000 tested, 0.63% active; further: many of its hits are not listed in these tables
NOD1 NF-kB reporter – NOD1 signaling inhibitors, primary screen, cell-based, luminescence, uHTS (AID 1578); inhibition, % at 4 µM, or EC50 in µM where a hit was titrated; 290,000 tested, 1% active; NOD1-driven NF-kB luciferase reporter cells, luminescence; higher % means a stronger effect; in the data active means inhibition mostly above about 36%, no sharp cut-off; inactive means mostly below about 34%;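 further: HEK-293T reporter cells stimulated with the NOD1 agonist gamma-tri-DAP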
P. falciparum M1AAP – P. falciparum M1AAP inhibitors, biochemical, fluorogenic H-Leu-NHMec substrate, 1536-well (AID 1445); recombinant M1AAP, H-Leu-NHMec fluorogenic kinetic assay; higher % means a stronger effect; Aminopeptidase N (Plasmodium falciparum (isolate 3D7)); inhibition, % at 30 µM, or IC50 in µM where a hit was titrated; 220,000 tested, 0.42% active;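 active means primary inhibition above the hit cutoff, then over 50% inhibition at one or more dose response concentrations, cut at about 23% in these data, passing the limit was not always enough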;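 further: plate controls were DMSO full reaction for no effect and no enzyme background for full effect; strong numbers were not always called active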
GPR55 activation – GPR55 agonists via beta-arrestin recruitment, primary screen, imaging, U2OS cells, beta-arrestin-GFP redistribution (AID 1961); G-protein coupled receptor 55 (Homo sapiens); U2OS GPR55 beta-arrestin-GFP redistribution imaging; higher % means a stronger effect; one-dose activation, % at 10 µM; EC50 in µM for titrated hits; 290,000 tested, 0.048% active;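 active means activation above 40% with more than 50 cells counted in the well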;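 further: U2OS osteosarcoma cells stably expressing GPR55 and beta-arrestin-GFP; plate controls were DMSO negative control for no effect and LPI positive control for full effect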
Dynein cargo inh – inhibitors of GR-EGFP nuclear translocation, primary screen, dynein cargo transport inhibitor project, imaging, high-content, 3617.4 mouse cells. test concentration mostly 20 µM; stimulated with dexamethasone, 1 µM; hits give low values. z-score, hits read low. 220,000 tested, 0.47% active. AID 1381, 2008;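 active means plate z-score of nuclear minus cytoplasmic receptor signal below a set negative limit, without overly bright fluorescence or cell loss, cut at about -3.5 in these data, passing the limit was not always enough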;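 further: z-score of nuclear minus cytoplasmic ring GR-EGFP intensity difference per well; some compounds called inactive have numbers as strong as hits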
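Also added – dexamethasone, 1.0 µM final · Buffer or medium – tet-free, stripped-serum medium · Schedule – induction 48 h, compound 1 h, agonist 30 min · Detection – formaldehyde fixation, Hoechst nuclear stain, 10x automated fluorescence imaging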
M17LAP inhibition – P. falciparum M17LAP inhibitors, primary screen, biochemical, fluorogenic H-Leu-NHMec substrate, 1536-well (AID 1619). Leucine aminopeptidase (Plasmodium falciparum (isolate 3D7)). recombinant M17LAP, H-Leu-NHMec fluorogenic kinetic assay; higher % means a stronger effect. one-dose inhibition, % at 30 µM; IC50 in µM for titrated hits. 220,000 tested, 0.38% active;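 active means compound inhibiting the enzyme by more than half at any dose during confirmatory dose-response retesting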;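 further: plate controls were full reaction with DMSO carrier for no effect and no enzyme background for full effect; strong numbers were not always called active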
AID2073 – inhibitors of Mint1-CaV2.2 protein interaction, biochemical, HTRF (AID 2073); Voltage-dependent N-type calcium channel subunit alpha-1B (Homo sapiens); inhibition, % at 20 µM, or IC50 in µM where a hit was titrated; 290,000 tested, 0.19% active; HTRF protein-protein interaction, Mint1-CaV2.2; higher % means a stronger effect; in the data active means inhibition mostly above about 51%, no sharp cut-off; further: some results filed as inactive read as strong as hits
Dynein cargo inh cytoplasmic EGFP – second read-out of Dynein cargo inh, no call of its own (marks repeat the call); z-score; measured here: cytoplasmic GR-EGFP intensity; hits give high values
Dynein cargo inh nuclear GR-EGFP – second read-out of Dynein cargo inh, no call of its own (marks repeat the call); z-score; measured here: nuclear GR-EGFP intensity;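 lower value marks the stronger effect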
Dynein cargo inh cell count – recorded beside Dynein cargo inh, whose call it bears; z-score; measured here: cell count per field
* marks the source's active call; other numbers are inactive results; nt = no result given; [ ] = another dose, or the depositor's remark. Unless noted, no stated cut-off is given here; in the data, active means inhibition above about 50%; inactive means the rest. A portion of the library; count on the stated rates, not on these rows.

KOR beta-arrestin-1,KOR beta-arrestin-2,NOD2 inhibition,NOD1 NF-kB reporter,P. falciparum M1AAP,GPR55 activation,Dynein cargo inh,Dynein cargo inh cytoplasmic EGFP,Dynein cargo inh nuclear GR-EGFP,Dynein cargo inh cell count,M17LAP inhibition,AID2073,smiles
12%,-3.8%,13%,-2%,0%,-0.1%,-0.99,-0.18,-0.48,2.2,4%,9%,COc1ccc(OC)c(CN2C(=O)CCC2(C)C(=O)NC2CCCCCC2)c1 (stereo not drawn)
8%,6.3%,0%,-24%,8%,-0.1%,-0.5,-0.13,0.13,1.2,18%,12%,Cc1noc(NS(=O)(=O)c2ccc(N/C=C/C(=O)c3ccccc3)cc2)c1C
-8%,-1.1%,-4%,-38%,1%,-0.3%,2.2,0.17,2.1,-2.9,11%,0%,O=C1COc2ccc(S(=O)(=O)Nc3ccc4c(c3)OCO4)cc2N1
-4%,2.4%,-57%,-25%,1%,0.1%,-0.0013,-0.29,0.17,0.29,3%,0%,CC(=O)N(C)c1ccc(NC(=O)Nc2ccccc2C)cc1
-26%,-0.6%,0%,-11%,0%,2.0%,-0.077,-0.21,0.14,-0.028,3%,-4%,Cc1ccc(NC(=O)CN2CCN(CCN=CC3=C(O)CC(c4ccccc4)CC3=O)CC2)cc1 (stereo not drawn)
9%,-2.5%,12%,8%,-1%,0.5%,0.64,-0.2,0.25,-0.26,1%,-6%,COC(=O)CS(=O)(=O)c1ccsc1C(=O)Nc1ccc(F)cc1
13%,-0.9%,-5%,0%,-1%,0.3%,-1.7,4.6,-0.28,0.27,-13%,-1%,CSc1nc2ccccc2cc1/C=C(\C#N)c1ccc(Cl)cc1Cl
-27%,2.2%,9%,11%,-4%,-0.2%,-0.12,-0.18,-0.013,-0.073,-1%,0%,Clc1ccc(CNc2nc(CN3CCOCC3)nc3scc(-c4ccccc4)c23)cc1
-2%,7.4%,-2%,-40%,4%,-0.4%,-0.43,-0.11,-0.038,-0.47,-5%,1%,COc1ccc2c(c1)C1=NN(/C(C)=C/C(C)=O)C(c3ccc(F)cc3)C1CC2 (stereo not drawn)
35%,3.8%,21%,-1%,2%,0.1%,-0.39,-0.28,-0.28,0.97,-5%,8%,COc1ccc(N(CC(=O)Nc2cccc(C(F)(F)F)c2)S(C)(=O)=O)cc1
-28%,1.2%,-58%,-62%,0%,0.2%,0.59,-0.23,-0.64,0.16,-12%,3%,CCOc1ccc(NC(=O)c2ccc(OC)cc2)cc1
-24%[20 µM],-2.6%,6%,-16%,nt,-0.1%,-0.93,-0.23,-0.16,0.48,nt,0%,CCCn1c(SCC(=O)NCc2ccco2)nnc1-c1ccncc1
21%[20 µM],nt,22%,-13%,-6%,0.1%,1.2,-0.075,0.57,-0.25,-16%,6%,COc1ccc2ccccc2c1CNCCCN1CCOCC1
-10%[20 µM],0.3%,2%,-8%,nt,0.6%,nt,nt,nt,nt,nt,9%,CCN1CCN(C(c2cccs2)C(C)NC(=O)c2cccc(OC)c2)CC1 (stereo not drawn)
3%,0.2%,21%,-17%,nt,0.3%,nt,nt,nt,nt,nt,7%,Cc1cc(N2CCN(C)CC2)nc2ccc(NC(=O)CCC3CCCC3)cc12
14%,-3.0%,16%,-7%,0%,0.2%,-0.93,-0.23,-0.25,0.55,-4%,-10%,COc1cc(OC)cc(-n2nnnc2SCC(=O)N2CCCc3ccccc32)c1
-22%,-2.0%,9%,18%,-2%,-0.3%,0.75,-0.42,0.36,-0.092,4%,-5%,COc1ccc(N(Cc2cc3ccccc3[nH]c2=O)C(=O)C2CCCO2)cc1 (stereo not drawn)
8%,-0.4%,0%,-9%,0%,0.2%,2.7,-0.17,1.1,-2,-6%,3%,O=S(=O)(CCc1nc2ccccc2o1)c1ccc(Cl)cc1
-29%,10%,7%,-18%,-3%,-0.3%,-1.1,-0.31,-0.89,1.2,-2%,-3%,CNC(=S)NCCC(c1ccccc1)c1ccccc1
-14%,5.1%,8%,-12%,nt,0.7%,nt,nt,nt,nt,nt,-1%,Cc1cc2nc(NC3=NCN(Cc4ccc5c(c4)OCO5)CN3)nc(C)c2cc1C

Arranged by value in Dynein cargo inh (falling): three of the compounds above.
KOR beta-arrestin-1,KOR beta-arrestin-2,NOD2 inhibition,NOD1 NF-kB reporter,P. falciparum M1AAP,GPR55 activation,Dynein cargo inh,Dynein cargo inh cytoplasmic EGFP,Dynein cargo inh nuclear GR-EGFP,Dynein cargo inh cell count,M17LAP inhibition,AID2073,smiles
9%,-2.5%,12%,8%,-1%,0.5%,0.64,-0.2,0.25,-0.26,1%,-6%,COC(=O)CS(=O)(=O)c1ccsc1C(=O)Nc1ccc(F)cc1
35%,3.8%,21%,-1%,2%,0.1%,-0.39,-0.28,-0.28,0.97,-5%,8%,COc1ccc(N(CC(=O)Nc2cccc(C(F)(F)F)c2)S(C)(=O)=O)cc1
12%,-3.8%,13%,-2%,0%,-0.1%,-0.99,-0.18,-0.48,2.2,4%,9%,COc1ccc(OC)c(CN2C(=O)CCC2(C)C(=O)NC2CCCCCC2)c1 (stereo not drawn)

More entries:
KOR beta-arrestin-1,KOR beta-arrestin-2,NOD2 inhibition,NOD1 NF-kB reporter,P. falciparum M1AAP,GPR55 activation,Dynein cargo inh,Dynein cargo inh cytoplasmic EGFP,Dynein cargo inh nuclear GR-EGFP,Dynein cargo inh cell count,M17LAP inhibition,AID2073,smiles
-40%,4.8%,-96%,-2%,2%,0.4%,-1.2,-0.33,-0.38,0.76,-6%,8%,Cc1cc(NC(=O)NC(=O)c2ccc(F)cc2F)n[nH]1
4%,5.4%,-6%,-14%,3%,0.1%,0.099,-0.28,0.45,-0.57,0%,-18%,C#CCOCCOCCOCCNc1nc(N2CCN(C(=O)[C@H]([C@@H](C)CC)n3cc([C@@H](N)CO)nn3)CC2)nc(N2CCN(C(=O)[C@H]([C@@H](C)CC)n3cc([C@@H](N)CC(C)C)nn3)CC2)n1
-81%,17%,7%,-9%,nt,0.2%,nt,nt,nt,nt,nt,-2%,Cc1ccc2nc(-c3ccncc3)cc(C(=O)Nc3ccncc3)c2c1
1%,-3.1%,6%,-4%,9%,0.8%,-0.13,-0.29,0.19,0.42,5%,-3%,CC(=O)OC1c2ccccc2C(=O)N1Cc1ccccc1Cl (stereo not drawn)
-18%,nt,-21%,-6%,5%,-0.2%,-0.031,-0.033,0.41,0.39,13%,-7%,Cc1csc(C(=O)NN)c1N(C)C
-4%,2.7%,-21%,-3%,1%,0.3%,-0.31,0.013,0.71,-0.72,-7%,-8%,CCOC(=O)c1c(NC(=O)CSc2nnc(-c3c[nH]c4ccccc34)n2CCOC)sc2c1CCCC2
-29%,-0.2%,0%,-28%,nt,-0.3%,nt,nt,nt,nt,nt,10%,Cc1ccc(-c2nnn(CC(=O)N3C(C)CCCC3C)n2)cc1 (stereo not drawn)
-30%,44%,36%,-41%,0%,-0.2%,-0.45,-0.34,0.092,0.72,0%,6%,Cc1ccc(-n2[nH]c(C)c(C=Nc3ccc(Br)cn3)c2=O)cc1
-40%,-0.7%,-4%,-15%,nt,0.6%,nt,nt,nt,nt,nt,13%,O=C(NC1CCCCC1)C(c1ccccc1)N(C(=O)c1csnn1)C1CC1 (stereo not drawn)
-13%,8.2%,11%,-29%,0%,-0.2%,-0.46,-0.27,-0.084,0.17,-1%,1%,CC(=O)c1ccc(NC(=O)N2CCN(c3ccc(C)cc3)C(C)C2)cc1 (stereo not drawn)
-22%[20 µM],-4.1%,11%,-20%,nt,-0.3%,nt,nt,nt,nt,nt,4%,Cc1cccc(C(=O)NCC(C)NC(=O)c2cccc(C)c2)c1 (stereo not drawn)
-21%,1.5%,-17%,-3%,nt,-0.1%,nt,nt,nt,nt,nt,5%,CCOc1ccc(NC(=O)n2ncc3c(C)cccc32)cc1
-35%,1.0%,18%,-37%,1%,-0.3%,-0.31,-0.22,-0.15,0.64,-9%,-2%,COCc1cc(Sc2ccc(OC)cc2)nc(-c2ccccc2)n1
26%,7.9%,18%,25%,-1%,-0.2%,-0.7,-0.15,0.36,-0.16,-12%,-2%,CCN(CC)C(=O)c1sc(NC(=O)c2ccoc2C)c(C(=O)OC)c1C
4%,3.8%,-28%,2%,-1%,0.6%,0.41,-0.21,0.13,0.18,15%,-10%,CSc1sccc1/C=N/O
-24%,5.8%,11%,48%,-1%,0.0%,0.44,-0.2,1,-0.46,6%,-6%,Cc1nn(C)c(C)c1C1C(C#N)=C(N)OC2=C1C(=O)CC(C)(C)C2 (stereo not drawn)
-37%,4.8%,-6%,4%,1%,-0.1%,-1.2,-0.23,-0.4,1.2,3%,0%,CC1(C)CC2CC(C)(CN2S(=O)(=O)c2ccc(N)cc2)C1 (stereo not drawn)
9%,3.9%,5%,-6%,7%,-0.2%,-0.47,-0.27,-0.34,0.18,8%,-5%,CC1(C)CC(=O)C2=C(C1)NC(SCC(=O)Nc1ccccc1)=C(C#N)C2c1ccco1 (stereo not drawn)
-13%,0.9%,26%,9%,-7%,1.4%,0.28,-0.24,-0.085,-0.35,-2%,0%,CC(C)(C)c1ccc(Oc2ccc(NC(=O)c3ccccc3C(=O)O)cn2)cc1
6%,0.2%,7%,-16%,5%,-0.1%,-0.73,-0.29,-0.27,0.2,11%,-6%,Cc1ccc(OCCn2cc(/C(N)=N/O)c3ccccc32)cc1C
5%,nt,8%,0%,2%,-0.1%,-0.68,-0.11,0.43,-0.35,-5%,0%,Cc1ccc2c(c1)N(CC(=O)NCc1ccco1)C(=O)C(C(C)C)O2 (stereo not drawn)
19%,0.7%,-11%,-25%,0%,-0.3%,0.2,-0.32,0.0072,0.29,2%,2%,NC(=O)C1CCN(CC(=O)Nc2ccccn2)CC1
-29%,-2.4%,4%,-5%,6%,0.0%,0.34,-0.24,-0.11,0.96,1%,32%,COC(=O)c1sccc1NC(=O)CC1C(=O)NCCN1C(=O)c1c(F)cccc1Cl (stereo not drawn)
0%,3.8%,-51%,-5%,13%,-0.1%,0.55,-0.18,0.93,-0.66,-8%,8.8µM*,O=C(N/N=C/c1ccc(F)cc1)c1cc(-c2ccco2)nc2ccccc12
-16%,-4.9%,14%,-4%,1%,0.3%,0.3,-0.26,0.2,0.58,-2%,-6%,COc1ccc(-c2nn(-c3ccccc3)cc2/C=C/C(=O)OCC(=O)Nc2cccc(C#N)c2)cc1

Bioassay records deposited in PubChem by several laboratories.
